Assay outcomes deposited in PubChem BioAssay by NCI.
NCI-60 one-dose screen, 48 h, at 10 µM unless noted. Numbers give growth in % (100 = growth as untreated, 0 = no growth, -100 = all killed).
PC-3: PC-3 prostate cancer cells; AID 1794754; hit rate 3.9% among 80,000
OVCAR-4: OVCAR-4 ovarian cancer cells; hit rate 3.7% among 80,000
OVCAR-3: OVCAR-3 ovarian cancer | hit rate 7% among 79,000
OVCAR-5: OVCAR-5 ovarian cancer; hit rate 2.9% among 82,000
OVCAR-8: OVCAR-8 ovarian cancer | hit rate 4.4% among 81,000
IGROV1: IGROV1 ovarian cancer | hit rate 4.7% among 79,000 | AID 1794786
SK-OV-3: SK-OV-3 ovarian cancer cells | hit rate 3.2% among 80,000
DU-145: DU-145 prostate cancer | hit rate 4.2% among 81,000 | AID 1794760
* hit, by the source's call; / = no result given; & = joins results of further samples. How the source made its calls: active means growth percent below 10; inactive means the rest.

entry	Structure	IGROV1	DU-145	OVCAR-8	OVCAR-5
1	COc1ccc(-c2nc(-c3ccccc3)c(-c3ccccc3)n2-c2ccc(S(=O)(=O)Nc3ncccn3)cc2)cc1OC	85.5	89.0	90.2	82.8
2	CCOP(=O)(OCC)/C(C#N)=C/c1cccc([N+](=O)[O-])c1	111.4	104.7	106.6	100.7
3	O=C(CSc1nnc2sc(Nc3ccc(C(F)(F)F)cc3)nn12)c1ccc(F)cc1	81.1	109.1	92.4	90.2
4	Cc1cc(C)c(NC(=O)c2sc3nc4c(cc3c2N)CCCCCC4)c(C)c1	61.2	66.4	73.9	95.3
5	COc1ccc(N=Nc2c(N)n[nH]c2N)cc1	96.7	123.9&117.1	135.7&97.1	99.8&104.4
6	O=C(NCCc1ccccc1)c1c(-c2ccccc2)[n+](=O)c2ccc(Cl)cc2n1[O-]	74.6	100.1	73.8	102.7
7	O=C(O)c1ccc(-n2cc(/C=N/Nc3ccc(Cl)cc3Cl)c(-c3ccccc3)n2)cc1	89.0	93.6	98.6	107.1
8	CCCCNC(=O)c1ccc(C)cc1	110.7	109.8	98.3	97.5

entry	PC-3	SK-OV-3	OVCAR-3	OVCAR-4
1	63.7	95.0	90.1	87.0
2	100.0	104.9	110.2	111.4
3	75.7	85.1	100.8	93.2
4	47.9	44.6	15.8	73.7
5	100.0	93.4&90.8	89.8&119.2	105.2&110.5
6	66.7	88.5	90.5	80.0
7	80.7	89.4	88.7	87.3
8	89.4	108.5	110.6	107.2

A different layout for some results above:
#2 CCOP(=O)(OCC)/C(C#N)=C/c1cccc([N+](=O)[O-])c1
#3 O=C(CSc1nnc2sc(Nc3ccc(C(F)(F)F)cc3)nn12)c1ccc(F)cc1
#4 Cc1cc(C)c(NC(=O)c2sc3nc4c(cc3c2N)CCCCCC4)c(C)c1
#5 COc1ccc(N=Nc2c(N)n[nH]c2N)cc1
compound no. | 2 | 3 | 4 | 5
IGROV1 | 111.4 | 81.1 | 61.2 | 96.7
DU-145 | 104.7 | 109.1 | 66.4 | 123.9&117.1
OVCAR-8 | 106.6 | 92.4 | 73.9 | 135.7&97.1
OVCAR-5 | 100.7 | 90.2 | 95.3 | 99.8&104.4
PC-3 | 100.0 | 75.7 | 47.9 | 100.0
SK-OV-3 | 104.9 | 85.1 | 44.6 | 93.4&90.8
OVCAR-3 | 110.2 | 100.8 | 15.8 | 89.8&119.2
OVCAR-4 | 111.4 | 93.2 | 73.7 | 105.2&110.5

(further entries)
entry	Structure	IGROV1	DU-145	OVCAR-8	OVCAR-5
9	Cc1ccc2c(c1)C(N1CCCC1=O)CCN2Cc1ccccc1Cl (stereo unspecified)	75.3	115.9	102.0	94.1
10	Cc1ccc(N=Nc2ccc(C)cc2NC(=O)Nc2ccccc2F)cc1	/	109.9	101.9	90.7
11	O=C(c1ccccc1)N1CCN(c2ccccc2)CC1	98.6	126.4	96.2	96.5
12	COc1ccc(C2CC(c3ccc4ccccc4c3)=NN2c2nc(O)c(C3=c4cc(Cl)ccc4=NC3=O)s2)cc1 (stereo unspecified)	-11.5*	-20.7*	-16.1*	-7.9*
13	O=C(N/N=C\c1ccccc1O)C1CC1	95.0	108.3	93.5	116.6
14	COc1ccc(/C=N/N=C(/C)c2nnn(-c3ccc(Cl)cc3)c2C)cc1	97.4	108.2	103.2	95.1
15	O=C(NCCc1nccs1)c1cnc2c(S)cccc2c1	/	22.9	29.3	75.2
16	O=C(O)Cc1c(-c2noc(-c3ccccc3)c2CC(=O)O)noc1-c1ccccc1	106.8	98.1	96.5	104.0

entry	PC-3	SK-OV-3	OVCAR-3	OVCAR-4
9	68.0	102.6	95.2	85.9
10	/	106.8	106.0	81.8
11	98.2	101.3	110.0	95.4
12	-44.4*	/	-83.1*	-61.5*
13	92.0	100.7	101.6	/
14	88.2	109.3	/	102.7
15	34.2	20.1	5.7*	27.1
16	99.2	105.0	104.5	104.0

(list continues)
entry	Structure	IGROV1	DU-145	OVCAR-8	OVCAR-5
17	O=C1NC(=O)C(Cc2ccc(OCc3ccc(-c4ccc(Br)cc4)cc3)cc2)S1 (stereo unspecified)	69.0	89.9	82.1	89.6
18	CCN1[C@@H]2CC[C@H]1/C(=C\c1ccc(C)cc1)C(=O)/C2=C/c1ccc(C)cc1	90.1	90.6	85.4	112.7
19	Nc1nc(Br)nc2nc[nH]c12	104.5	108.1	104.6	118.8
20	C/C(=N\NC(=O)CSc1nc2sc3c(c2c(=O)n1-c1ccccc1)CCC(C)C3)c1ccc(Br)cc1 (stereo unspecified)	98.8	109.1	99.8	97.2
21	CCCCCCCCCCCCCCCCCC1=NC(C)(C)CO1	104.0	102.7	100.7	90.7
22	NCCn1cc(-c2nc(-c3c[nH]c4ncccc34)cs2)c2cc(Br)ccc21	43.6	82.3	91.6	89.4
23	COc1ccc(CSCC(NC(=O)OC(C)(C)C)C(=O)O)cc1 (stereo unspecified)	103.5	113.4	107.9	102.3
24	O=C(Cn1cc(CN2CCCC2)nn1)Nc1ccc2c(ccn2Cc2ccccc2)c1	111.5	106.2	96.4	100.2

entry	PC-3	SK-OV-3	OVCAR-3	OVCAR-4
17	76.2	84.6	78.2	63.5
18	70.7	111.3	89.9	77.4
19	102.8	109.9	/	105.1
20	91.4	96.7	/	107.1
21	63.5	102.5	115.5	91.9
22	59.9	90.8	82.4	54.7
23	87.7	102.3	110.6	96.8
24	91.5	106.7	97.4	101.0

Further records follow:
entry	Structure	IGROV1	DU-145	OVCAR-8	OVCAR-5
25	Cc1nn(-c2ccc(Cl)cc2)c(=O)n1CCN1CCOCC1	/	78.5	116.4	92.4
26	C#CCN1C(=O)/C(=c2\sc3n(c2=O)C2C(NN=3)N(CC)C(=O)N2CC)c2ccccc21 (stereo unspecified)	27.6	14.8	25.4	33.5
27	COc1ccc2oc3c(C)c4c(c(C)c3c2c1)C(=O)N(CCN1CCOCC1)C4=O	90.6	101.7	89.0	87.4
28	CN1C(=C=Cc2cc(I)c(O)c(I)c2)C(C)(C)c2ccccc21	132.6	108.3	89.7	110.1
29	COc1ccc(/C=C(\c2cc(OC)c(OC)c(OC)c2)c2nnc(-c3ccc(F)cc3Cl)o2)cc1	117.8	100.1	94.7	89.0
30	Cc1ccc(C(=O)/C=C/c2coc(-c3ccc(Cl)cc3)n2)cc1	98.5	103.0	83.7	97.6
31	C#CCOc1ccc(C(Nc2ccc(F)cc2)c2nnnn2C2CCCCC2)cc1 (stereo unspecified)	89.3	103.9	96.8	99.7
32	C[C@@H]1O[C@H](/C=C\c2ccc(Br)cc2)[C@@H](O)[C@H]1O	103.9	108.6	104.1	111.2

entry	PC-3	SK-OV-3	OVCAR-3	OVCAR-4
25	80.8	42.8	79.2	93.4
26	22.7	/	-13.6*	47.5
27	83.1	95.1	96.3	93.2
28	91.6	102.4	103.5	84.8
29	77.3	108.4	90.9	86.2
30	88.8	82.4	97.4	94.4
31	92.8	108.6	115.3	100.6
32	106.8	/	116.6	/

(cont.)
entry	Structure	IGROV1	DU-145	OVCAR-8	OVCAR-5
33	CCCOc1ccc2cc([C@@H]3C[C@H]3CCNS(=O)(=O)c3ccc(C)cc3)ccc2c1	93.4	85.6	84.4	97.9
34	CC(=O)NC(=O)C(OC(C)=O)C(OC(C)=O)C(OC(C)=O)C(OC(C)=O)C(OC(C)=O)C(COC(C)=O)OC(C)=O (stereo unspecified)	101.0	110.3	110.3	94.9
35	CCOC(=O)c1ccc(Nc2ccnc(SCC(=O)c3ccc(OC)cc3)n2)cc1	88.0	105.8	96.6	106.4
36	O=C(NC1CCCCC1)OCc1c(COC(=O)NC2CCCCC2)c(-c2ccc(Cl)c(Cl)c2)n2c1CCC2	-42.4*	20.2	35.0	19.0
37	O=c1[nH]c(-c2cccc(F)c2)cc2cc(F)ccc12	40.1	30.1	30.2	48.4
38	CN1CCN(c2ccc(-c3cc4c(Nc5ccc(F)c(Cl)c5)ncnn4c3)cc2)CC1	49.5	44.1	70.4	95.2
39	CC(C)(C)OC(=O)/C=C/c1cccc2c1C(=O)NC(C)(c1cc3cc(Cl)ccc3oc1=O)N2 (stereo unspecified)	44.7	61.1	39.1	67.1
40	C=CCn1c(SCC(=O)c2ccc(Br)cc2)nnc1-c1c[nH]c2ccccc12	86.7	106.2	94.7	96.8

entry	PC-3	SK-OV-3	OVCAR-3	OVCAR-4
33	70.5	109.6	91.1	45.8
34	105.1	99.7	104.9	108.8
35	91.3	91.9	111.0	96.5
36	55.1	12.4	31.2	11.5
37	16.3	26.1	-11.9*	63.4
38	80.8	92.7	77.0	71.2
39	12.5	47.6	43.8	43.9
40	78.3	113.1	110.4	108.7

Later entries
entry	Structure	IGROV1	DU-145	OVCAR-8	OVCAR-5
41	CS(=O)(=O)c1ccc(-c2nn(-c3ccccc3)cc2/C=N/NC(=O)c2ccncc2)cc1	104.0	88.8	101.0	107.2
42	CCCC(C)NC(=O)c1ccc(OCC)cc1 (stereo unspecified)	110.2	111.2	107.3	108.0
43	COc1cc(CNC(=O)c2ccccc2Nc2ccnc(C(F)(F)F)c2)ccc1O	102.1	114.5	105.6	110.6
44	COc1ccc(C(=O)/C=C/C(=O)O)cc1	/	119.9	108.5	121.4
45	Nc1nonc1-c1nc2ccccc2[nH]1	99.1	110.3	100.4	107.2
46	COc1cc(C2=Nc3c(N)ncnc3NC(c3cccc(Nc4ccnc5cc(Cl)ccc45)c3)C2)cc(OC)c1OC (stereo unspecified)	81.9	97.1	84.2	99.6
47	Clc1ccc(Nc2nccc(Nc3ccc4[nH]ncc4c3)n2)cc1	46.9	49.8	22.1	64.9
48	N#Cc1ccc(/C=N/NC(=O)c2[nH]c3ccc(Br)cc3c2-c2ccccc2)s1	17.3	19.3	2.3*	54.5

entry	PC-3	SK-OV-3	OVCAR-3	OVCAR-4
41	98.2	109.3	109.4	104.4
42	98.7	99.4	110.6	104.9
43	91.5	98.2	102.3	97.6
44	103.1	120.1	119.1	111.3
45	96.1	107.8	114.2	103.5
46	86.9	96.1	91.8	86.5
47	24.9	88.4	52.1	49.3
48	25.0	22.6	33.3	54.6

Next section
entry	Structure	IGROV1	DU-145	OVCAR-8	OVCAR-5
49	CNC(=O)c1cc(-n2ccc3cc(NC(=S)Nc4cccc(C(F)(F)F)c4)ccc32)ccn1	104.7	106.1	95.9	101.5
50	c1ccc(CNc2nc(-c3ccccc3)[nH]c2-c2ccccc2)cc1	112.5	114.8	105.0	102.0
51	Cc1[nH]c(C2CC(c3cccs3)=NN2c2ccccc2)c(C)c1C(=O)NCC(F)(F)F (stereo unspecified)	89.1	102.4	103.2	96.6
52	O=C(Nc1ccc(C2=NCCCN2)cc1)Nc1ccc(C2=NCCCN2)cc1	110.4	103.5	89.0	101.3
53	C#CCNc1nc(NN2C(=O)c3cccc4cccc(c34)C2=O)nc(N2CCOCC2)n1	78.9	90.7	95.1	104.5
54	COc1cc(-c2cn(-c3ccc(Cl)c(Cl)c3)c(=O)[nH]2)cc(OC)c1OC	135.7	100.5	95.1	87.6
55	CC(=O)NC(=O)CC(O)(c1ccccc1)c1ccccc1	95.6	119.8	99.1	99.7
56	Cc1ccc(Br)c([N+](=O)[O-])c1	107.9	121.2	98.5	110.1

entry	PC-3	SK-OV-3	OVCAR-3	OVCAR-4
49	47.7	107.0	101.7	80.6
50	105.7	123.0	117.0	108.8
51	95.3	107.6	108.5	96.5
52	/	110.3	99.4	64.0
53	94.4	119.2	93.2	70.8
54	103.9	88.3	99.5	98.9
55	88.1	142.4	119.9	112.1
56	98.5	110.6	117.4	132.5

Continued.
entry	Structure	IGROV1	DU-145	OVCAR-8	OVCAR-5
57	CNc1nnc2n(-c3ccccc3)c(=O)c3cnn(-c4ccccc4)c3n12	94.8	102.4	95.7	99.3
58	CCn1cc(-c2nc(N)[nH]c(=O)c2C(C)=O)c(-c2ccc(Br)cc2)n1	101.8	116.5	95.6	99.2
59	O=C(O)C1C[C@](O)(c2ccc(F)cc2)[C@@H](c2ccc(F)cc2)O1 (stereo partly specified)	71.8	139.2	95.1	90.8
60	O=C1/C(=C/c2ccc([N+](=O)[O-])cc2)SC(=Nc2ccccc2)N1Nc1ccccc1	61.9	63.5	50.0	75.8
61	Nc1nc(Nc2ccc(Cl)c(Cl)c2)cc(=O)[nH]1	97.7	104.4	108.8	109.5

entry	PC-3	SK-OV-3	OVCAR-3	OVCAR-4
57	62.7	68.4	104.0	107.4
58	106.9	/	96.8	98.1
59	85.9	97.5	146.4	106.7
60	62.1	101.5	/	52.9
61	99.4	106.2	103.0	99.8
